# Compound activity as filed in PubChem.
# PAFAH2 FP inh: PAFAH2 (human) inhibition | Q99487 | recombinant PAFAH2, FP-rhodamine activity probe, fluorescence polarization | inhibition, % at 3.39 µM | 340,000 compounds, 0.99% hits;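 active means inhibition above the mean over all tested compounds plus 3 SD, cut at about 30% in these data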;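 further: inhibitors block probe labeling of enzyme so polarization drops; 0% = enzyme with DMSO and 100% = wells lacking PAFAH2 protein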
# PAD4 FP inh: inhibitors of human PAD4; Q9UM07; recombinant PAD4, RCA probe fluorescence polarization; inhibition, % at 6.36 µM; 330,000 compounds, 0.41% hits; AID 485272;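 active means percent inhibition above a cutoff equal to the mean of all tested compounds plus 3 SD, cut at about 15% in these data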;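 further: 0% = PAD4 with RCA probe and DMSO and 100% = probe without PAD4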
# PAFAH1B3 FP inh: inhibitors of human PAFAH1B3; 340,000 compounds, 0.28% hits; recombinant PAFAH1B3, FP-rhodamine probe, fluorescence polarization; Q15102; inhibition, % at 3.39 µM; AID 492972;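 active means inhibition above the screen-wide average of all tested compounds plus 3 SD, cut at about 25% in these data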;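 further: 0% = enzyme with DMSO only and 100% = wells lacking PAFAH1B3 protein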
# pPAFAH inh: inhibitors of human plasma PAF acetylhydrolase (pPAFAH) | recombinant pPAFAH, FP-rhodamine probe fluorescence polarization | inhibition, % at 3.39 µM | 330,000 compounds, 1.5% hits | AID 463082;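 active means inhibition above the mean inhibition across the screen plus 3 SD, cut at about 25% in these data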;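 further: inhibitors block binding of the rhodamine activity-based probe so polarization drops; 0% = enzyme with DMSO and 100% = wells lacking pPAFAH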
# LYPLA2 inh: LYPLA2 (human) inhibition in PME1 counter-screen | O95372 | recombinant LYPLA2, FP-Rh probe fluorescence polarization | inhibition, % at 5.9 µM | 320,000 compounds, 0.38% hits;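 active means inhibition above the screen-wide mean plus 3 SD, limit set per campaign, cut at about 26% in these data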;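 further: 0% = LYPLA2 with DMSO and 100% = wells lacking LYPLA2 enzyme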
# Target sequence (O95372 whole entry, looked up): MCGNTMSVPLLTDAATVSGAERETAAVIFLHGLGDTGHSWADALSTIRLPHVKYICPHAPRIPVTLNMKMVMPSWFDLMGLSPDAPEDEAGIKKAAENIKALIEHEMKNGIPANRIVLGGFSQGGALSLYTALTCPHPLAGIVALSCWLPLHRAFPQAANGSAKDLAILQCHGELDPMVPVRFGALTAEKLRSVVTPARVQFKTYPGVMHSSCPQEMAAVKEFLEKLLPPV
# LYPLA1 inh: LYPLA1 (human) inhibition in PME1 counter-screen; O75608; recombinant LYPLA1, FP-Rh probe fluorescence polarization; inhibition, % at 5.9 µM; 320,000 compounds, 0.16% hits; AID 2174;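 active means inhibition above the mean of all tested compounds plus 3 SD, set per campaign, cut at about 14% in these data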;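 further: inhibitors block serine hydrolase probe labeling of LYPLA1 so polarization falls; 0% = enzyme with DMSO and 100% = wells lacking LYPLA1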
# PREPL inhibitor: inhibitors of human prolyl oligopeptidase-like enzyme PREPL; Q4J6C6; recombinant PREPL, fluorescence polarization activity-based probe; inhibition, % at 5.96 µM; 320,000 compounds, 0.68% hits; AID 2751; in the data active means inhibition above about 43%;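 further: 0% = enzyme with DMSO and 100% = wells lacking enzyme; many of its hits are not listed in these tables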
# Target sequence (Q4J6C6 whole entry, looked up): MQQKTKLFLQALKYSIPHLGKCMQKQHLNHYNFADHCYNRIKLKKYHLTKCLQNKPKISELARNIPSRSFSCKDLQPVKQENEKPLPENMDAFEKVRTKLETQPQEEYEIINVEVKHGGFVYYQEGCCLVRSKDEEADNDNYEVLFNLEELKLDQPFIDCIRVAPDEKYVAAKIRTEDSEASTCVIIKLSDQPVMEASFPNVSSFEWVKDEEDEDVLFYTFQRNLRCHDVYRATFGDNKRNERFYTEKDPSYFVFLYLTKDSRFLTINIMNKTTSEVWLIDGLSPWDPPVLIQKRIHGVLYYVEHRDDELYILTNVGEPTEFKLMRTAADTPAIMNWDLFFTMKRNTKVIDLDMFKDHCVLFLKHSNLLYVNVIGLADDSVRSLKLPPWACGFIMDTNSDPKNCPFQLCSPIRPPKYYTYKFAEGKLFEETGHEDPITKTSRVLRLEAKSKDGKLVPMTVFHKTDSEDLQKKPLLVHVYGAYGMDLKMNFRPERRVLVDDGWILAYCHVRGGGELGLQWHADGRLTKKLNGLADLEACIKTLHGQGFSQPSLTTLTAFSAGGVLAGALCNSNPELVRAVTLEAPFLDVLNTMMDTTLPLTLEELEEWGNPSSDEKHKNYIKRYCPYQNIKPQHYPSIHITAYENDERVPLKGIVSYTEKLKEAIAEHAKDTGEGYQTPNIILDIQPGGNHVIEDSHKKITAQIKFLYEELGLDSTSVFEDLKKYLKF
# GSTO1 inh: GSTO1 inhibition, counter-screen for RBBP9 inhibitors. P78417. recombinant GSTO1, activity-based probe fluorescence polarization. inhibition, % at 5.96 µM. 300,000 compounds, 1.1% hits. AID 1974;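 active means inhibition above the campaign mean inhibition plus 3 SD, cut at about 35% in these data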;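 further: 0% = GSTO1-1 with DMSO and 100% = wells lacking GSTO1-1 enzyme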
# PAFAH1B2 inh: PAFAH1B2 (human) inhibition | P68402 | recombinant PAFAH1B2, FP-rhodamine activity probe, fluorescence polarization | 340,000 compounds, 1.2% hits | inhibition, % at 3.39 µM | AID 492953;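 active means inhibition above the mean of all tested compounds plus 3 SD, cut at about 24% in these data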;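 further: 0% = enzyme with DMSO and 100% = wells lacking PAFAH1B2; many of its hits are not listed in these tables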
# * marks the source's active call; other numbers are inactive results; . = not tested or not shown.
SMILES,PAFAH2 FP inh,PAD4 FP inh,PAFAH1B3 FP inh,pPAFAH inh,LYPLA2 inh,LYPLA1 inh,PREPL inhibitor,GSTO1 inh,PAFAH1B2 inh
Cc1cc(NC(=O)c2ccco2)ncc1NC(=O)Cc1ccccc1,-4.3,2.1,2.3,1.0,5.7,3.4,-2.9,1.8,-2.6
N#Cc1c(NC(=O)CSc2ncn(-c3ccccc3)n2)sc2c1CCCC2,-0.2,1.9,-5.3,4.2,0.8,3.7,2.0,10.9,2.1
Cc1ccc(-c2nnc(NCCCO)c3ccccc23)cc1,-0.9,-0.3,2.5,-2.7,1.4,-2.1,9.1,-2.9,6.2
COc1cccc(C(=O)COC(=O)C2CC(=O)N(c3ccc(Oc4ccccc4OC)cc3)C2)c1 (centres undefined),1.5,2.9,2.5,9.8,5.3,-4.1,3.8,3.0,0.0
Cc1cc(C)n(-c2nc(C)nc(NCc3ccccc3)n2)n1,1.7,-0.5,-0.5,0.5,-2.9,4.2,10.5,-5.1,0.9
CC(C)=CCc1c(O)cc2c(=O)c3ccc(O)cc3oc2c1O,-10.6,1.8,-4.3,-0.1,-20.9,-22.9,9.4,-14.0,-1.5
COc1ccc(/C(C)=N/OC/C(O)=C(\C#N)c2nc3ccccc3[nH]2)cc1,-2.5,-5.5,-3.9,2.7,-9.8,0.2,19.4,7.2,0.9
O=C(NCCCN1CCOCC1)c1ccccc1NS(=O)(=O)c1ccc(F)cc1,3.9,-5.4,7.9,2.6,6.3,3.1,0.9,-1.5,6.0
COc1ccccc1NS(=O)(=O)c1cccc(NC(=O)NC2CCCCC2)c1,-7.8,0.2,-2.4,-3.1,-14.2,-6.8,13.2,-6.6,2.9
O=C(CN1C(=O)NC2(CCCC2)C1=O)Nc1cccc(Cl)c1,0.6,-3.1,12.7,-1.0,2.5,-1.4,-15.4,10.1,3.1
FC(F)(F)c1cccc(-c2ccc(/C=N/Nc3nncc(-c4ccccc4)n3)o2)c1,-4.4,-4.4,-1.9,0.6,-4.4,-3.4,0.7,11.2,7.9
CCOc1ccc(-c2nc(CSCC(=O)NCc3ccco3)c(C)o2)cc1,-5.1,-1.4,1.7,9.1,5.0,3.0,-4.9,2.0,2.3
C=C1CN(CC(=O)OC)S(=O)(=O)c2ccccc21,-0.9,4.2,12.1,-3.3,-4.4,-2.4,-3.3,27.1,-4.0
COC(=O)CCCC[C@@H]1SC[C@@H](NC(=O)OC)[C@@H]1NC(=O)OC,-1.1,1.5,16.9,-5.5,-5.1,-2.2,4.4,2.2,-1.4
N#Cc1nc(Cc2cccc3ccccc23)oc1N1CCC(C(N)=O)CC1,1.6,-3.3,4.1,5.6,1.9,3.4,21.6,8.8,-0.2
CCOc1ccc(C(=O)NCC(=O)NCCCn2nc(C)cc2C)cc1OCC,3.8,1.8,8.6,3.4,3.8,2.7,6.0,-0.3,1.2
Cc1cc2nc[nH]c2cc1[N+](=O)[O-],3.4,2.5,11.3,3.2,-9.5,-2.9,16.1,8.8,-6.9
O=C(CSc1nnnn1-c1cccc(Cl)c1)Nc1ccc2c(c1)CCC2,.,-2.0,.,-1.7,6.3,2.5,2.9,-0.4,.
CCCCOC(=O)c1ccc(NC(=O)CSC2=Nc3ccccc3C3CC=NN23)cc1 (centres undefined),-16.3,0.7,-13.9,-10.2,-2.7,-6.5,5.2,-4.0,-10.6
O=C(Nc1cccnc1)c1cccc(S(=O)(=O)N2CCOCC2)c1,3.2,6.2,3.8,11.3,1.4,-0.6,3.5,3.1,7.1
COc1ccc(Cl)cc1NC(=O)CNCC(c1ccccc1)N(C)C (centres undefined),3.0,0.6,0.7,2.5,-1.2,0.1,-31.6,-5.4,1.4
CC(=O)N1c2c(ccc3ccccc23)C(C)CC12CCCCC2 (centres undefined),-0.9,-2.3,6.7,-0.8,-2.4,-3.7,11.9,1.2,1.2
CC1(C)CC[C@]2(C(=O)O)CC[C@]3(C)C(=CCC4[C@@]5(C)CC[C@H](O)C(C)(C)C5[C@H](O)C[C@]43C)[C@@H]2C1 (some centres undefined),.,-1.6,.,3.0,2.5,0.1,0.0,0.3,.
COc1ccc(O)c(C2=Nc3ccccc3N=C(c3ccco3)C2)c1,0.6,-3.7,3.4,4.2,-4.6,-5.8,1.4,5.3,1.0
O=C(CN1C(=O)COc2ccccc21)NC1CCCC1,-8.4,-5.8,-0.1,2.6,5.0,2.4,-1.5,-5.6,3.2
N#CC1=C(SCC(=O)NCc2ccccc2)NC(=O)CC1c1ccco1 (centres undefined),0.1,-0.1,6.1,-0.4,-1.0,-0.9,2.0,-2.1,3.7
Cc1ccc(N2C(=O)c3cccc4c(C(=O)O)ccc(c34)C2=O)cc1,.,-3.8,.,2.6,7.9,1.6,-6.9,-5.0,.
COc1cc(C2C(C#N)=C(N)Oc3cc4c(cc32)OCO4)cc(OC)c1OC (centres undefined),6.9,-3.0,7.6,0.7,4.4,0.9,-4.5,-1.2,1.3
CC(=O)c1c[nH]c(C(=O)NCc2ccccc2Cl)c1,0.5,0.8,-7.9,3.1,-1.2,-1.9,-6.3,5.4,-1.0
CCc1c(C)nc2ncnn2c1Nc1ccc(C)cc1,-4.8,-0.7,-4.8,-1.0,3.4,2.8,0.5,4.1,-1.5
COc1c(S(=O)(=O)Nc2cccnc2)ccc(Cl)c1Cl,-2.6,-9.8,-1.2,0.1,-0.4,-2.6,-5.2,13.6,0.8
COc1ccc(C2C(C#N)=C(N)Oc3n[nH]c(C)c32)cc1Cn1cc([N+](=O)[O-])cn1 (centres undefined),-0.7,-2.8,-1.4,2.6,1.4,-1.0,18.8,1.5,-0.8
CC(=O)c1cccc(S(=O)(=O)N2CCCC(c3nc4c(nnn4Cc4cccc(Cl)c4)c(=O)[nH]3)C2)c1 (centres undefined),5.7,-1.7,-5.4,7.1,-10.4,-6.3,-4.0,4.9,-4.3
COc1ccc(C(O)P(=O)(OCC(C)C)OCC(C)C)c(OC)c1 (centres undefined),-2.4,0.9,4.9,0.2,1.1,2.8,-1.8,0.8,7.9
C/C(=N\O)C1CC(CC(=O)O)C1(C)C (centres undefined),2.9,-1.1,4.2,-3.1,6.4,-3.9,18.1,-1.9,3.1
COc1ccccc1N1CCN(C(=O)CSc2nnc3c4ccccc4n(CC(=O)O)c3n2)CC1,-2.1,2.9,-3.6,-2.3,11.2,-0.8,8.4,-2.9,0.2
O=S(=O)(NCc1nc2ccccc2[nH]1)c1ccccc1,12.1,1.1,6.7,2.4,-0.8,-2.6,1.5,4.7,1.0
CC(Oc1ccccc1F)c1ccnc2nc(/N=C/N(C)C)nn12 (centres undefined),0.6,2.9,-3.4,-7.5,-8.3,-4.9,8.3,1.5,2.0
O=S(=O)(c1ccccc1)N(F)S(=O)(=O)c1ccccc1,10.9,5.7,11.5,1.1,3.8,1.2,5.9,.,10.4
Cc1ccc(S(=O)(=O)N(C)CC(=O)NNC(=O)CCC(=O)c2ccc(F)cc2)cc1,5.3,1.2,7.3,2.7,.,.,8.7,.,3.8
CCOc1ccccc1N(CC)C(=O)Cn1ncc2c(=O)oc3ccccc3c21,-3.7,0.2,0.7,4.3,-3.1,0.3,0.4,0.1,3.8
CC(C)=CCC/C(C)=C/CNC(=O)C[C@H]1C[C@H](C(=O)N2CCCCC2)[C@@]2(C)c3[nH]c4cc(CCC(=O)N(C)C)ccc4c3CCN2C1=O,9.6,3.2,6.9,54.7*,.,.,.,.,4.6
O=C(CSc1nnc(-c2ccncc2)o1)NC1C2CC3CC(C2)CC1C3 (centres undefined),-13.4,-4.5,2.7,3.5,-2.5,2.2,0.0,7.4,2.9
CCOc1ccccc1N1CCN(C(=O)c2csc(C)c2CC)CC1,-0.3,-4.0,-0.3,5.3,9.4,3.3,10.2,10.5,-0.8
CC(C)CCNC(=O)c1cccc(C(=O)NCCC(C)C)c1,-9.0,-0.4,4.2,-6.6,13.4,3.2,-1.3,-4.2,8.0
CCOC(=O)c1cccc(NC(=O)c2ccc3c(c2)OCO3)c1,0.9,-2.2,4.7,1.7,-3.1,-0.6,-10.6,-0.4,2.7
CNc1nc(SC)n(C)c(=O)c1N=O,.,9.9,.,-2.6,-2.7,-1.4,7.0,9.4,.
CCC(C(=O)OCC(=O)c1c(N)n(CC(C)C)c(=O)n(C)c1=O)c1ccccc1 (centres undefined),4.2,3.6,4.1,2.3,-0.2,-0.8,-0.6,-2.3,10.0
O=S(=O)(NCc1ccccn1)c1cccc2nsnc12,4.0,-3.1,6.7,4.8,-0.3,-0.4,0.8,-4.0,-0.3
COc1ccc(/C=N/NC(=S)Nc2ccccc2)cc1COc1ccc(F)cc1,1.9,-5.7,2.6,11.3,3.4,-2.3,6.3,1.7,-2.9

# The results go on:
SMILES,PAFAH2 FP inh,PAD4 FP inh,PAFAH1B3 FP inh,pPAFAH inh,LYPLA2 inh,LYPLA1 inh,PREPL inhibitor,GSTO1 inh,PAFAH1B2 inh
C#CCOCCOCCOCCNc1nc(N2CCN(C(=O)[C@H]([C@@H](C)CC)n3cc([C@@H](N)Cc4ccc(O)cc4)nn3)CC2)nc(N2CCN(C(=O)[C@H](Cc3cc4ccccc4[nH]3)n3cc([C@@H](N)CC(C)C)nn3)CC2)n1,3.3,-3.4,-3.9,5.9,4.7,2.2,58.3*,-7.0,3.0
COc1ccc(NC(=O)CCS(=O)(=O)c2ccc3c(c2)oc(=O)n3C)cc1,5.4,-2.4,4.4,7.6,4.9,4.0,7.2,4.8,5.7
O=C(CSc1nn(-c2ccccc2)c(=S)s1)Nn1cnnc1,0.1,2.2,7.6,-3.1,-1.6,1.3,6.4,5.0,3.3
O=[N+]([O-])/C=C1\C=CC=CN1Cc1ccc(Cl)cc1,-8.1,-3.2,2.7,4.3,-2.5,-1.2,6.8,6.0,-3.6
CC(C)C(NS(=O)(=O)c1ccc2c(c1)C(C)(C)C(=O)N2C)C(=O)NCc1ccccc1Cl (centres undefined),3.2,-2.3,0.0,11.1,1.2,1.8,-3.5,0.4,7.8
Cc1cc(NC(=O)COC(=O)c2ccc(S(=O)(=O)C(F)F)cc2)n(-c2ccccc2)n1,-1.4,-1.0,11.6,10.6,3.6,-2.6,-4.1,-8.9,4.1
CCOC(=O)c1c(NS(=O)(=O)c2ccc(Br)cc2)sc2c1CCC2,12.1,-1.0,13.9,22.6,1.5,-1.7,12.4,29.9,9.2
COc1ccc(C(=O)Nc2c(N)nc(SCC(=O)NCC3CCCO3)[nH]c2=O)cc1OC (centres undefined),-17.4,-2.5,5.9,-1.6,-2.7,-2.0,-1.4,1.3,-0.3
CC(=O)Nc1ccc2nc(C3CCCCC3)[nH]c2c1,-1.2,-3.5,8.6,0.8,-6.4,-3.4,16.5,-23.9,4.1
CCC(COC(=O)Nc1cccc(C)c1)NC(=O)OCC(C)C (centres undefined),2.8,-1.6,13.1,7.1,4.2,5.3,8.0,10.0,2.8
C=C[C@H](CC(C)C)N(Cc1ccccc1)S(=O)(=O)N(Cc1ccc(OC)cc1)[C@H](C=C)CC(C)C,11.6,2.2,11.8,-1.2,-3.7,-3.3,11.5,.,10.2

# An excerpt. The share of hits here may be higher or lower than overall.
